Screening results deposited in PubChem by National Center for Advancing Translational Sciences (NCATS).
TCR act: activators of T cell receptors; primary human leukocytes, anti-CD3, IL-2 HTRF, 48 h; Potency, µM (highest dose often 9.22 µM), for the others: top-dose activation of IL-2 secretion, actives largely listed as activators; 330,000 tested, under 10 active; AID 504894; note: % of control where 0% means no effect
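TCR engagement came from a-CD3 beads alone, with compounds added to primary human leukocytes for 48 hr. Secreted IL-2 bridged europium cryptate- and d2-labelled anti-IL-2 antibodies, giving FRET emission at 665nm after 320nm excitation.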
AT treatment: potential ataxia-telangiectasia treatments restoring KAP-1 phosphorylation. 320,000 compounds, 0.19% hits. Potency, µM (doses to about 57.5 µM), inactives show top-dose activation, usual class: activators. AID 485349. […] A-T fibroblasts, KAP-1 phosphorylation AlphaLISA; neocarzinostatin DNA damage 30 min before lysis; note: potency is the fitted concentration of half-maximal effect; % of control where 0% means no effect; nearly all actives have a fitted effect of over 45% in size
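hTERT-immortalized A-T patient fibroblasts ([…]), 500 cells/well in OPTI-MEM, 1% FBS, got compounds for 60 min, then NCS for 30 min at 37C. Lysates were then assayed for phospho-KAP-1 by AlphaLISA (anti-pKAP1 donor, anti-KAP1 acceptor beads), 6 hr at 25C.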
ELG1 repair inh: ELG1-dependent DNA repair inhibition; 330,000 compounds, 2.3% hits; Potency, µM (series often up to 46.1 µM), for inactives: at the highest dose activity change, negative = inhibition, most hits filed as inhibitors; HEK293T ELG1-luciferase reporter, luminescence, 16 h; DNA damage induced by 5-fluorouridine; AID 504467; note: potency is the fitted concentration of half-maximal effect; % is set by controls: 0 for no effect and ±100 for the full control effect; nearly all actives have a fitted effect of over 55% in size
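DMSO vehicle served as the neutral condition. Each well held 2,000 cells given 5-fluorouridine plus compound; after 16 hr at 37 °C/5% CO2, ONE-Glo was added and luciferase measured 30 min later.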
TRPV1 agonist: activates the human vanilloid receptor TRPV1. TRPV1-expressing cells, Fluo-8 calcium influx, agonist mode. 320,000 compounds, 0.19% hits. Q8NER1. activation, % at 8.33 µM; in the data active = activation above about 80%; inconclusive = between about 30% and that limit; note: 0% is about no effect
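Cells expressing TRPV1 were dye-loaded with Fluo-8 and read kinetically: 10 s baseline, 3 min after compound (agonist portion), then 2 min after EC20 capsaicin (allosteric enhancer portion). Calcium-bound dye fluorescence at 480/520 nm.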
hERG WT inh: blocks the wildtype human KCNH2 potassium channel; Q12809; U2OS, BacMam KCNH2, thallium flux FluxOr; active compounds read low; activity change, % at 1.84 µM; 340,000 compounds, 0.37% hits;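 active = maximum activity change below -70%; inconclusive = maximum activity change between -70% and -50%; inactive = maximum activity change above -50%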; note: % is set by controls: 0 for no effect and ±100 for the full control effect
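U2OS cells transduced with wild-type KCNH2 virus are loaded with FluxOr dye for 45 min, and thallium flux is measured in kinetic reads before and after stimulation buffer. Rate constants are normalized to DMSO controls.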
USP2a inh: inhibitors of human ubiquitin-specific protease USP2a. O75604. USP2 core, Ub-CHOP2 coupled fluorogenic reporter, 485/531. Potency, µM (top dose mostly 38.3 µM), without a hit: top-dose activity change, negative = inhibition, hits mostly inhibitors. 330,000 compounds, 0.01% hits. AID 463254;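 note: potency is the fitted concentration of half-maximal effect; plate controls were DMSO wells for no effect and full inhibition by NEM control for full effect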
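Deubiquitinase activity read as fluorescence (485/531 nm) after Ub-CHOP2 cleavage activates the enterokinase reporter on its substrate; USP2 core 10nM, Ub-CHOP2 and substrate 25nM each, 30min compound preincubation then 60min RT; data normalized to NEM, curves fitted.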
Eya2 phos inh: Eya2 (human) phosphatase inhibition. O00167. recombinant Eya2, OMFP fluorescence dephosphorylation (OMFP is methylfluorescein phosphate). Potency, µM (doses to about 76.9 µM), inactives show at the top dose activity, negative = inhibition, most hits filed as inhibitors. 330,000 compounds, 0.006% hits. AID 488837; note: potency is the fitted concentration of half-maximal effect; % is set by controls: 0 for no effect and ±100 for the full control effect
Target sequence (O00167 whole entry, looked up): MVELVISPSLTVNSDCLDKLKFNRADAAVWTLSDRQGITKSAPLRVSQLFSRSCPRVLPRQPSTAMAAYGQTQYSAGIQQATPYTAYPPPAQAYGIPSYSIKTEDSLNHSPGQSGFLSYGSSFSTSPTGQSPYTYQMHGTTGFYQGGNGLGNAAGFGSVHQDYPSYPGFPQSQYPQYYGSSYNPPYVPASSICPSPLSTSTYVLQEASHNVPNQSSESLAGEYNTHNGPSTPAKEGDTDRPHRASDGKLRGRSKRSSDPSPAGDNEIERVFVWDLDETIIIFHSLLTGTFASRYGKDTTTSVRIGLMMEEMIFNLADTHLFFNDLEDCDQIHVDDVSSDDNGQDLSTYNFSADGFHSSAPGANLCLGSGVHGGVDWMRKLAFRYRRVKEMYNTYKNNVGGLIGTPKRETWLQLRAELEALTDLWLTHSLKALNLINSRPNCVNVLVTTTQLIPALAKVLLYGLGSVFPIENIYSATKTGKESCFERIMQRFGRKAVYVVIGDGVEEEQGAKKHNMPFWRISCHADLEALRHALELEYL
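Eya2 protein (added as 0.2 uM solution) was preincubated with compound for 10 min at ambient temperature in 50 mM HEPES pH 7.5, 50 mM NaCl, 5 uM MgCl2, 0.05% BSA, 1 mM DTT. OMFP (added at 50 uM) then reacted 10 min; fluorescence read at 485/525 nm.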
KCNH2 3.1 inh: blocks the human KCNH2 3.1 channel isoform; activity change, % (tested at about 1.8 µM); 340,000 compounds, 0.95% hits; U2OS KCNH2 3.1, thallium flux FluxOr; active compounds read low; AID 720553;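 active = maximum activity change below -70%; inconclusive = maximum activity change from -70% to -50%; inactive = maximum activity change above -50%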;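 note: thallium influx rate constant from kinetic fluorescence after stimulation buffer; % is set by controls: 0 for no effect and ±100 for the full control effect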
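Thallium flux via FluxOr fluorescence (Red40 quencher, 45 min loading) in U2OS cells virally expressing the KCNH2 3.1 isoform (1.77 x 10^8 /mL virus, overnight at 37 C). Rate constants from 2-min kinetic reads post-stimulation, normalised to positive and negative controls.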
Mito fusion yeast: blocks mitochondrial division or promotes mitochondrial fusion | 320,000 compounds, 0.23% hits | Potency, µM (highest dose often 46.1 µM), for the others: at the highest dose growth rescue (activation), hits mostly activators | S. cerevisiae fusion-defective mutant growth rescue, CellTiterGlo 48 h;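 note: potency is the fitted concentration of half-maximal effect; % of control where 0% means no effect; nearly all actives have a fitted effect of over 45% in size; temperature-sensitive fusion mutants such as fzo1-1 at 37 °C on non-fermentable ethanol glycerol medium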
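S. cerevisiae fusion-defective temperature-sensitive mutants (e.g. fzo1-1, mgm1-5) grown 48 h at 37C in YPEG (ethanol/glycerol non-fermentable) medium with 23 nl compound per well; growth rescue read as CellTiterGlo luminescence.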
TSHR antagonist: antagonists of human thyroid stimulating hormone receptor; P16473; TSHR-expressing cells, TSH-stimulated cAMP HTRF, 2 h; active compounds read low; activity change, negative = inhibition, % at 11.5 µM; 330,000 compounds, 0.2% hits; AID 504810;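 active = activity change below a set negative limit, meaning inhibition stronger than a set level, cut at about -70% in these data; inconclusive = activity change between two set negative limits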; note: % is set by controls: 0 for no effect and ±100 for the full control effect
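Freshly harvested TSHR cells receive pin-tooled compound, then EC80 TSH at 4nM final. After 2 hours at 37 deg C, antibody in lysis buffer and cAMP-d2 are added; 30 minutes at ambient temperature precede the HTRF read.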
Numbers without * were called inactive; ? = inconclusive; . = not tested or not shown; [ ] = another dose, or the depositor's remark. Unless noted, calls come from the whole dose curve; as a rule, active = well fitted curve in the direction sought with a large enough effect; inconclusive = small, poorly fitted or top-dose-only effect, or another doubt; inactive = no such curve, though single readings can be large; an effect the other way counts as inactive or inconclusive. This is a subset; count on the stated rates, not on these rows.

Every second line gives: TCR act, AT treatment, ELG1 repair inh, TRPV1 agonist, hERG WT inh, USP2a inh, Eya2 phos inh, KCNH2 3.1 inh, Mito fusion yeast, TSHR antagonist
COC(=O)[C@H]1C[C@@H]1[C@H](NC(=O)[C@H]1C[C@@H]1[C@H](NC(=O)OCc1ccccc1)c1ccccc1)c1ccccc1
  -3%, 10%, ?, -5, 10, -14%, 8%, 6, 6%, -5
Cc1nc(S/C(=C/c2ccc(OCc3ccc(C(=O)O)cc3)cc2)C(=O)O)n[nH]1
  3%, 0%, 19%, -1, -5, 1%, 10%, -1, 1%, 12
COc1ccc(Cn2c(=O)[nH]c3cc(C(=O)N4CCN(c5ccccc5)CC4)ccc3c2=O)cc1
  -6%, 5%, 8%, 3, 11, 2%, -3%, -3, 2%, -15
Cc1ccnc(NC(=O)C(C)N2C(=O)c3ccccc3S2(=O)=O)c1 (stereo not drawn)
  -2%, -6%, ?, -4, -1, 1%, -21%, 1, -1%, 1
COc1ccc(S(=O)(=O)N2CCOCC2)cc1C(C)C
  ., -2%, 5%, 11, 9, 0%, -22%, -30, 4%, -3
COC(=O)C1C2CCC(C2)C1C(=O)OCC(=O)c1ccccc1 (stereo not drawn)
  3%, 2%, 3%, -2, -5, 4%, 1%, 15, -2%, 1
COC(=O)[C@]1(Cc2ccccc2)N[C@H](CN(C)C(=O)Nc2ccccc2)[C@@H]2C(=O)N(C)C(=O)[C@@H]21
  6%, -2%, -3%, ., 23, 1%, 4%, -2, ., 3
CCCC1CC(C#N)N(N(C)C)C1=C(C#N)C#N (stereo not drawn)
  -16%, 3%, 0%, 6, -4, 3%, 0%, -4, 13%, 7
Cn1c(=O)n(Cc2ccccc2Cl)c(=O)c2c1[nH]c(=S)n2C
  -7%, -2%, 11%, -2, -13, 4%, 4%, -4, 4%, 10
COc1nc(OCCNS(=O)(=O)c2ccc(C)cc2)nc(N(C)C)n1
  -3%, 4%, 10%, ., 0, 1%, 6%, 2, -6%, 0
COC(=O)c1[nH]c2ccc(Br)cc2c1NC(=O)CN1CCCCC1CCO (stereo not drawn)
  4%, 2%, -26%, -1, -4, 2%, -6%, 3, -2%, -1
COc1ccccc1N1CCN(C(=S)Nc2ccc(S(=O)(=O)N3CCOCC3)cc2)CC1
  -6%, -4%, ?, -5, -2, -2%, 0%, -8, 3%, -20
Cc1ccn2c(C(=O)NN=C3CCCCCCC3)c(C)nc2c1
  1%, -6%, -2%, 0, 7, 1%, 4%, 13, -4%, 7
Cc1ccc(C(=O)N2CCN(C(=O)c3ccccc3)C2c2ccc(N(C)C)cc2)cc1 (stereo not drawn)
  -1%[46.1 µM], -5%, 6%, 2, 0, 2%, 3%, 2, -1%, 4
CC1CN(C2=N/C(=C/c3ccc4c(c3)OCO4)C(=O)N2)CC(C)O1 (stereo not drawn)
  3%, -1%, 21µM*, 2, -1, 2%, 6%, -8, -2%, -7
O=S(=O)(/C(=C/c1ccc(C(F)(F)F)cc1)c1nc2ccccc2[nH]1)c1ccccc1
  -7%[46.1 µM], 32µM*, 16µM*, 6, 0, 2%, -15%, -1, 28%, -34
O=C1CC2(CCN(C(=O)c3ccc(Cl)cc3)CC2)Oc2ccccc21
  7%, 7%, -25%, ?, 13, 0%, -1%, -26, 10%, -5
Cc1ccc(-c2noc(CCCN3C(=O)c4ccccc4C3=O)n2)cc1
  4%, 2%, -2%, 4, 0, 0%, 6%, 3, 0%, -23
CCC(CC)C(=O)Nc1cccc(C(=O)Nc2nnc(C)s2)c1
  -3%, 0%, -7%, -2, -7, 9%, -13%, 8, 1%, 1
Fc1ccc(NC(=S)N2CCc3ccccc32)cc1
  -2%, -4%, 20%, -1, -10, 0%, 11%, -27, -5%, -2
COc1ccc([C@@H]2CC=C(C(=O)O)CN2S(=O)(=O)c2ccc(C)cc2)cc1OC
  1%, 9%, 19%, -2, -7, -1%, 0%, 15, -2%, 0
COc1ccc(NC(=S)NNC(=S)Nc2cccc(C(F)(F)F)c2)cc1
  2%, 2%, 14%, 16, -1, 0%, -2%, -15, 3%, 3
Cc1ccccc1N1CCN(C2CCCN(C(=O)CCN3CCCO3)C2)CC1 (stereo not drawn)
  12%, -7%, -4%, -4, 10, 1%, 1%, 19, -2%, 2
O=C(NC(NC(=S)Nc1ccccc1C(=O)O)C(Cl)(Cl)Cl)c1ccccc1 (stereo not drawn)
  0%, -1%, -11%, -5, 6, 1%, 1%, 4, 9%, -9
Cc1ccc(NC(=O)C(=O)NNC(=O)c2cccs2)cc1
  -4%, 2%, -2%, 0, -27, -2%, 5%, -13, 0%, -16
Oc1ccc(C[C@H]2CNC(=S)N2CCc2cc(C(F)(F)F)cc(C(F)(F)F)c2)cc1
  8%, 12%, 2%, -4, -4, -5%, -8%, 20, -3%, -9
CCc1ccc(NC(=O)CCS(=O)(=O)c2ccc3c(c2)CCN3C(C)=O)cc1
  -8%, -2%, -4%, 0, 3, 0%, 5%, -21, 1%, -8
Cc1cc(C)c(C(=O)O)c(CC(C)(C)C(=O)O)c1
  -1%, 6%, 15%, 4, 2, 2%, 18%, -3, 0%, 30
O=S(=O)(N/N=C/c1ccccc1F)c1ccccc1
  0%, 0%, 9%, 1, -7, 1%, 19%, 3, 1%, 4
Cc1ccc(Nc2nc(N/N=C\c3ccc4c(c3)OCO4)nc(N3CCOCC3)n2)cc1
  4%, 2%, ?, ?, -7, 0%, 2%, -24, -10%, -18
CCOc1ccc(CN2C(=O)c3ccccc3C2C(=O)NCc2cccnc2)cc1 (stereo not drawn)
  4%, 4%, -8%, 1, 12, 2%, 11%, -2, -8%, 14
COc1ccc(NC(=O)C(NC(=O)c2ccc(=O)[nH]c2)c2ccc(C)cc2)cc1 (stereo not drawn)
  -5%[46.1 µM], 0%, 22%, 2, -25, 0%, 6%, 9, -3%, 5
Cn1cc(C(=O)NCC(=O)Nc2ccccc2Br)cn1
  -2%, 0%, ?, ., -5, -1%, -9%, 1, ., 3
COc1ccc(C2CC(=O)c3c(C)nc(N4CCN(Cc5ccccc5)CC4)nc3C2)cc1OC (stereo not drawn)
  6%, -3%, ?, -2, -4, -12%, -8%, 6, 15%, -47
O=C1C(=O)N(CC2CCCO2)C(c2ccccc2[N+](=O)[O-])/C1=C(/O)c1ccccc1 (stereo not drawn)
  -1%, 1%, 8%, -2, ., -2%, 3%, -17, -2%, 5
CN1C(=O)CC(P(=O)(c2ccccc2)c2ccccc2)N(C)C1=O (stereo not drawn)
  5%, 2%, -3%, -1, -6, 1%, 3%, 0, 0%, 2

As entered above:
Mito fusion yeast with O=C1C(=O)N(CC2CCCO2)C(c2ccccc2[N+](=O)[O-])/C1=C(/O)c1ccccc1 (stereo not drawn) is entered as -2%
TSHR antagonist with Cc1ccc(NC(=O)C(=O)NNC(=O)c2cccs2)cc1 is entered as -16

Pulled by compound from above (4):
Every second line gives: TCR act, AT treatment, ELG1 repair inh, TRPV1 agonist, hERG WT inh, USP2a inh, Eya2 phos inh, KCNH2 3.1 inh, Mito fusion yeast, TSHR antagonist
COc1ccc(NC(=S)NNC(=S)Nc2cccc(C(F)(F)F)c2)cc1
  2%, 2%, 14%, 16, -1, 0%, -2%, -15, 3%, 3
Cc1ccccc1N1CCN(C2CCCN(C(=O)CCN3CCCO3)C2)CC1 (stereo not drawn)
  12%, -7%, -4%, -4, 10, 1%, 1%, 19, -2%, 2
Cn1cc(C(=O)NCC(=O)Nc2ccccc2Br)cn1
  -2%, 0%, ?, ., -5, -1%, -9%, 1, ., 3
Oc1ccc(C[C@H]2CNC(=S)N2CCc2cc(C(F)(F)F)cc(C(F)(F)F)c2)cc1
  8%, 12%, 2%, -4, -4, -5%, -8%, 20, -3%, -9
